Assay outcomes: PubChem BioAssay, several laboratories
LMPTP block = LMPTP (human) inhibition; recombinant LMPTP-A, OMFP fluorogenic substrate, fluorescence intensity; actives 0.22% (n = 360,000); AID 651560; P24666; inhibition, % at 20 µM;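 active means compounds that cut the enzyme signal by at least half of the control window in the single-dose screen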;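 further: plate controls were DMSO wells with enzyme plus substrate for no effect and substrate without enzyme for full effect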
Target sequence (P24666 whole entry, looked up): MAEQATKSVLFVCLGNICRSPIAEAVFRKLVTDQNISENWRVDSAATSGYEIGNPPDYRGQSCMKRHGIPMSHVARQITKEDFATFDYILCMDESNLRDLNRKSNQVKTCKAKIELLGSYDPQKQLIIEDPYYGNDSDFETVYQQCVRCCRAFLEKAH
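Test system: LMPTP-A, protein tyrosine phosphatase of low molecular weight; Input: 0.625 nM enzyme; Incubation: 50 min dark incubation at room temperature; Signal: endpoint fluorescence intensity from OMFP dephosphorylation; Read-out basis: % inhibition versus control wells.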
SKN-1 inh = C. elegans SKN-1 inhibition | inhibition, % at 21.8 µM | actives 0.49% (n = 360,000) | AID 624304 | C. elegans VP596 Pgst-4::GFP/RFP ratio, acrylamide-induced, 24 h;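 active means interference check ratio from 0.5 to 1.5 plus GFP to RFP signal ratio inhibition reaching or exceeding a fixed threshold, cut at about 30% in these data, passing the limit was not always enough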; further: some compounds called inactive have numbers as strong as hits
SUMO1 PPI mod = modulators of human SUMO1-mediated protein-protein interactions | SUMO1 binding to a labelled peptide, TR-FRET, 1 h | AID 602429 | actives 0.33% (n = 360,000) | P63165 | inhibition, % at 20 µM; in the data active means inhibition above about 37%
Target sequence (P63165 whole entry, looked up): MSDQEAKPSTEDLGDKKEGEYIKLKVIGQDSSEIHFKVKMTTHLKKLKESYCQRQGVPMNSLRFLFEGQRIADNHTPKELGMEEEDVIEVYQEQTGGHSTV
Scp-1 inhibitor = blocks human Scp-1 phosphatase activity. Recombinant Scp1, phosphopeptide, malachite green phosphate absorbance. Q9GZU7. inhibition, % at 20 µM. actives 0.88% (n = 340,000). AID 493091;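 active means inhibition above about 50% at 20 µM, limit read from the data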;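 further: plate controls were DMSO wells with enzyme for no effect and wells lacking enzyme for full effect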
Target sequence (Q9GZU7 76-261 limits assumed): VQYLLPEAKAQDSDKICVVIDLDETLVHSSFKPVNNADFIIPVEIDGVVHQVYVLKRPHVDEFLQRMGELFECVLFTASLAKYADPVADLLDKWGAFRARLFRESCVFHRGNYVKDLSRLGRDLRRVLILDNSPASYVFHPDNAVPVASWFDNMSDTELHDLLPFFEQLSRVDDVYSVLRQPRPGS
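Times: enzyme reaction 45 min at room temperature, colour 5 min, stabilisation 30 min. Material: SCP-1 catalytic fragment, aa 76-261. Medium: Acidic Tris acetate buffer with magnesium and detergent. Signal: colorimetric free-phosphate detection, absorbance 630 nm. Read-out basis: % inhibition of SCP-1 phosphate liberation. Reagent: Phosphorylated 17-residue peptide substrate.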
NadD inh = blocks S. aureus nicotinate mononucleotide adenylyltransferase; purified NadD enzyme, colorimetric absorbance read-out; inhibition, % at 20 µM; actives 0.78% (n = 360,000); AID 602399; in the data active means inhibition above about 26%; further: some compounds past the cut are filed as inactive
Tb MetRS inh = Trypanosoma brucei MetRS inhibition | inhibition, % at 11.9 µM | actives 0.4% (n = 360,000) | purified T. brucei MetRS, ATP depletion, Kinase-Glo luminescence;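 active means inhibition above a per-plate cutoff of the control wells' mean inhibition plus 3 SD, cut at about 5.5% in these data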;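 further: 0% = DMSO wells median and 100% = median of wells with control inhibitor compound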
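assay system = parasite MetRS enzyme | timing = 15 min preincubation, 2 h reaction, all 25 °C | evaluation = percent inhibition relative to median high and low control wells | medium = HEPES buffer containing pyrophosphatase, BSA, spermine, DTT | compound = single dose, 11.9 µM final nominal, 0.9% final DMSO | detection = Kinase-Glo luminescence, ATP depletion format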
CendR NRP1 mod = alters CendR peptide binding to human NRP-1 | O14786 | FAM-RPARPAR peptide binding to NRP-1, fluorescence polarization | inhibition, % at 25 µM | actives 0.85% (n = 360,000) | AID 602438;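 active means inhibition or corrected inhibition above about 18%, plus a signal ratio from 0.5 to 1.5, limit read from the data, passing the limit was not always enough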; further: strong numbers were not always called active
STEP inh = STEP (human) phosphatase inhibition. P54829. recombinant STEP, OMFP fluorogenic substrate, fluorescence. inhibition, % at 20 µM. actives 0.25% (n = 360,000). AID 588621;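 active means inhibition at 20 µM, scaled per plate between control wells, above about 37%, limit read from the data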;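 further: 0% = DMSO with enzyme and substrate and 100% = substrate only without enzyme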
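material = STEP tyrosine phosphatase | reagent = fluorogenic phosphatase substrate OMFP at 25 µM final | doses = single compound dose of 20 µM, 1% DMSO final | schedule = 20 min reaction, room temperature, in the dark | measured by = fluorescence, 480/540 nm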
Neddyl block = blocks human cullin neddylation; TR-FRET cullin neddylation, biochemical; actives 0.58% (n = 360,000); calls only at 25 µM; P61081+Q13564; in the data active means inhibition above about 36%
DNMT1 inh = inhibitors of human DNMT1 | P26358 | DNMT1 molecular beacon, Hinp1I cleavage, fluorescence | inhibition (reported as % activation of signal), % at 10 µM | actives 0.83% (n = 360,000); in the data active means inhibition above about 50%
* = called active by the depositor; i = inactive; / = not tested or not shown. Not a hit list, and some 4.6% of all compounds hit somewhere here.

#	molecule	LMPTP block	SKN-1 inh	SUMO1 PPI mod	Scp-1 inhibitor	NadD inh	Tb MetRS inh	CendR NRP1 mod	STEP inh	Neddyl block	DNMT1 inh
1	NC(=NC1CCCCC1)c1ccc([N+](=O)[O-])cc1	0.1	-12.9	-20.1	-2.2	2.7	-0.2	7.5	0.2	i	3.7
2	COc1ccc(NC(=O)C2Cc3c(-c4cccc(C(N)=O)c4)ccnc3O2)cc1 (centres undefined)	-1.0	-13.7	3.5	/	4.3	1.0	-1.0	0.7	i	54.7*
3	Cc1cccc(N2CCN(Cc3cc(=O)n4ccsc4n3)CC2)c1C	4.7	13.6	1.5	0.6	-2.3	0.9	-17.9	-2.8	i	3.9
4	O=C(Nc1ccccc1C(=O)N/N=C/c1ccco1)c1ccc(Cl)cc1	-0.4	14.9	3.9	-2.8	11.0	-0.2	-3.2	-0.2	i	6.9
5	Cc1ccc(-n2nc3c(=O)n(C(C)C(=O)NCc4ccccc4Cl)nc(C)c3c2C)cc1 (centres undefined)	0.3	-5.0	8.9	0.3	1.7	-0.3	-1.0	-0.5	i	-0.6
6	S=C(NCCCN1CCN(CCCNC(=S)NC2CCCCC2)CC1)NC1CCCCC1	-1.2	0.2	3.8	-9.5	-2.3	-0.2	6.8	-1.5	i	1.5
7	NCCc1ccc(O)c(O)c1	-0.3	5.2	-2.2	-11.3	2.5	-0.5	-5.0	-1.5	i	3.3
8	C/C(CC(=O)Nc1ccc2c(c1)OCCO2)=N\NC(=O)c1ccccn1	0.8	1.4	1.4	-3.4	2.1	-0.5	0.4	-0.4	i	-0.8
9	O=[N+]([O-])c1cc(S(=O)(=O)Nc2cccc(Cl)c2)ccc1N/N=C/c1ccc(N2CCOCC2)cc1	6.5	-5.9	-7.0	-1.7	28.2*	0.5	9.6	0.2	i	-2.0
10	CN(C)CCN(C(=O)c1ccc2ccccc2c1)c1nc2c(F)cc(F)cc2s1	-0.6	5.7	-5.9	9.1	-2.9	0.5	0.8	-1.3	i	-1.3
11	CCOC(=O)C1=C(COc2ccc(C)cc2)NC(=O)NC1c1cc(C)ccc1C (centres undefined)	0.1	13.7	4.5	-9.3	1.7	-0.4	0.0	-1.7	i	12.2
12	COC(=O)C1(C(=O)OC)c2cc3c(cc2CN(S(=O)(=O)c2ccc(C)cc2)C1CC(C)=O)OCO3 (centres undefined)	-0.6	-5.1	2.6	/	/	-0.9	0.3	/	i	/
13	COc1ccc(CSc2nc(C)cc(C)c2S(C)(=O)=O)cc1	2.0	-2.5	1.6	-4.5	-5.9	-1.1	7.0	0.8	i	-1.7
14	Cc1onc(-c2ccccc2)c1CNS(=O)(=O)c1ccccc1[N+](=O)[O-]	-0.8	-2.5	-19.5	-17.7	-6.6	-0.2	-0.7	1.5	i	1.1
15	CCN(CC)S(=O)(=O)c1ccc(OCC2CCCCO2)c([N+](=O)[O-])c1 (centres undefined)	0.9	-2.0	-14.1	-9.8	-4.1	-0.1	1.4	-2.7	i	-1.7
16	CCOC(CCn1ccc(O)c(Cc2ccc(Cl)cc2)c1=O)OCC	-1.1	5.3	0.2	-0.9	-4.1	0.4	-7.0	2.2	i	1.2
17	CN1C(=O)C2ON(c3ccccc3)C(c3cccs3)C2C1=O (centres undefined)	0.9	-1.2	-4.4	-1.0	-8.2	0.6	9.9	-2.2	i	3.5
18	COc1ccc(-c2nc(CS(=O)(=O)CC(=O)NCc3cccc(OC)c3OC)c(C)o2)cc1	-1.7	18.8	-0.5	-9.2	-2.5	-0.6	20.3	-4.8	i	-5.7
19	COC(=O)C(C(C)C)N(Cc1cc(OC)cc(OC)c1)S(=O)(=O)CCl (centres undefined)	0.6	1.8	-2.1	-1.3	-1.5	-0.6	8.2	0.9	i	-3.5
20	O=C1C(Cc2ccc(F)cc2)SC(=Nc2ccccc2)N1c1ccccc1 (centres undefined)	1.9	3.7	1.4	7.1	-7.8	0.4	2.1	0.1	i	3.4
21	CN(C(=O)COC(=O)/C=C/c1ccccc1[N+](=O)[O-])c1ccccc1	-1.4	5.2	-21.6	-7.4	-2.2	-0.9	-4.3	-1.1	i	-0.1
22	CCn1[nH]c(=O)c(=Nc2c(C)n(C)n(-c3ccccc3)c2=O)cc1-c1ccc(Cl)cc1	-0.2	-1.2	-6.7	2.5	7.3	-0.6	-8.9	-0.8	i	0.1
23	O=C(c1cccs1)N1CCN=C1SCc1ccc(Cl)cc1	0.4	-3.1	0.5	14.9	-0.6	-1.0	7.0	-1.2	i	0.3
24	O=c1c2c3c(sc2ncn1/N=C/c1ccc(Br)o1)CCCC3	-0.9	0.0	-9.4	4.1	0.2	-0.1	-10.0	-4.2	i	2.3
25	O=C1CCCN1CCCNCC(=O)N1c2ccccc2Sc2ccccc21	0.3	-29.6	-1.9	-7.7	0.4	-0.1	12.4	2.7	i	4.3
26	NC(=O)c1oc2ccccc2c1NC(=O)Cc1ccccc1	-0.2	-6.2	-0.6	2.3	-0.7	-1.4	-5.5	-4.5	i	4.8
27	NC(=O)C1CCN(C(=O)c2ccc(NC3=NC4CS(=O)(=O)CC4S3)cc2)CC1 (centres undefined)	-2.7	15.7	0.2	-5.8	-0.7	0.0	-1.4	-0.2	i	3.8
28	O=C(NCc1ccccc1Cl)C1CCC(CNc2nc(=S)[nH]c3ccccc23)CC1 (centres undefined)	-0.3	-3.7	4.2	4.8	18.0	-0.9	-0.3	7.9	i	15.8
29	CCOC(=O)c1c(C)[nH]c(C(=O)OCC(=O)NC(C)(C)C)c1C	0.6	8.9	-3.5	-5.3	6.9	-0.3	5.3	-1.7	i	0.8
30	CCN(C(=O)C1CCCN(c2nc(-c3ccc(OC)cc3)no2)C1)c1ccccc1F (centres undefined)	1.2	-17.9	11.5	-15.3	-3.4	-0.5	-9.0	-0.9	i	-9.1
31	COc1ccccc1OCCC(=O)OCC(=O)Nc1ccc2c(c1)OCCO2	0.2	7.7	-0.5	1.9	-1.7	0.1	12.0	1.6	i	7.9
32	O=C(NCc1ccncc1)c1ccc(NS(=O)(=O)c2cccc([N+](=O)[O-])c2)cc1	-0.7	-9.6	-27.3	-1.1	-1.6	-0.3	-8.2	-2.7	i	-0.8
33	CCCOc1ccc(/C(O)=C2/C(=O)C(=O)N(CCCn3ccnc3)C2c2cccs2)cc1 (centres undefined)	-2.4	-1.2	0.3	-6.3	2.4	-0.1	0.4	2.6	i	-0.6
34	Cc1ccc(NC(=O)COC(=O)Cc2csc(-c3cccc(F)c3)n2)cc1C	2.7	5.8	-3.2	-7.1	-1.4	-0.5	3.5	-1.7	i	-6.9
35	COC(=O)c1ccc(C(=O)N2CCCC(CNC(=O)c3ccc(F)cc3)C2)cc1 (centres undefined)	0.8	5.2	5.9	-5.3	1.1	0.0	3.8	-1.9	i	0.5
36	Cc1ccc(C(=O)OCC(=O)N2CCOCC2)cc1	-1.2	-10.8	-0.6	-2.8	1.7	-0.6	6.7	-0.8	i	0.5
37	CCn1c(SCc2nc3scc(-c4ccccc4)c3c(=O)[nH]2)nnc1-c1cccs1	0.0	4.4	12.3	-4.6	18.7	-0.6	-30.6	2.7	i	-3.1
38	COc1ccc(NS(=O)(=O)c2ccc(C(=O)Nc3c(C)n(C)n(-c4ccccc4)c3=O)cc2)cc1	-0.6	-8.4	-1.7	7.5	3.5	-0.2	2.8	-2.9	i	0.5
39	Clc1ccc(Nc2ccc(NCc3ccccc3)nn2)cc1	0.7	18.1	-7.6	-3.9	-4.8	2.1	2.1	4.3	i	-9.3
40	CN(Cc1ccccc1)S(=O)(=O)c1cn(C)cn1	-0.3	-2.4	-1.7	-3.8	-3.4	-0.4	12.2	-1.4	i	2.0
41	COc1ccc(CC(=O)NNC(=O)COc2ccc3ccccc3c2)cc1	16.3	-6.7	-1.1	57.0*	-3.1	-0.8	-4.0	1.9	i	41.1
42	O=C(NCC(c1ccco1)N1CCOCC1)c1cccc(Cl)c1 (centres undefined)	-0.1	20.4	-2.0	-1.1	8.0	-0.6	10.3	0.9	i	5.9

Given in transposed form: entries from further up
(36) Cc1ccc(C(=O)OCC(=O)N2CCOCC2)cc1
(34) Cc1ccc(NC(=O)COC(=O)Cc2csc(-c3cccc(F)c3)n2)cc1C
(31) COc1ccccc1OCCC(=O)OCC(=O)Nc1ccc2c(c1)OCCO2
(41) COc1ccc(CC(=O)NNC(=O)COc2ccc3ccccc3c2)cc1

| entry no. | 36 | 34 | 31 | 41 |
| --- | --- | --- | --- | --- |
| LMPTP block | -1.2 | 2.7 | 0.2 | 16.3 |
| SKN-1 inh | -10.8 | 5.8 | 7.7 | -6.7 |
| SUMO1 PPI mod | -0.6 | -3.2 | -0.5 | -1.1 |
| Scp-1 inhibitor | -2.8 | -7.1 | 1.9 | 57.0* |
| NadD inh | 1.7 | -1.4 | -1.7 | -3.1 |
| Tb MetRS inh | -0.6 | -0.5 | 0.1 | -0.8 |
| CendR NRP1 mod | 6.7 | 3.5 | 12.0 | -4.0 |
| STEP inh | -0.8 | -1.7 | 1.6 | 1.9 |
| Neddyl block | i | i | i | i |
| DNMT1 inh | 0.5 | -6.9 | 7.9 | 41.1 |
